Assay outcomes as filed in PubChem.
PMI activator: phosphomannose isomerase (human) activation. AID 1214. activation factor at 20 µM. 190,000 compounds, 0.005% hits. purified human PMI, coupled resazurin fluorescence, 20 min; active compounds read high; 1 = vehicle control, 0 substrate-free wells;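 active means activation factor of 2 or more at 20 µM, relative to plate controls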
L major viab: Leishmania major promastigote growth inhibition; Leishmania major promastigotes, resazurin fluorescence viability; inhibition, % at 10 µM; 200,000 compounds, 9% hits; AID 1063; in the data active means inhibition above about 50%;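 further: promastigotes grown with compound for 44 hours at 28 °C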
Efa HMGR inh: inhibitors of class II HMG-CoA reductase from Enterococcus faecalis; 190,000 compounds, 0.41% hits; purified E. faecalis HMGR, NADPH absorbance 340 nm kinetic; inhibition, % at 10 µM;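 active means inhibition above a set limit, the median over all tested compounds plus 3 SD, cut at about 9.5% in these data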;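 further: enzyme runs in reverse so mevalonate oxidation gives rising NADPH absorbance; 0% = complete reaction with DMSO and 100% = background rate lacking mevalonate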
TNAP inh hi DEA: blocks human TNAP under high phosphate acceptor concentration; AID 1135; purified TNAP, CDP-star luminescence, 1 M DEA; inhibition, % at 20 µM; 200,000 compounds, 0.03% hits;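 active means over 50% inhibition of tissue-nonspecific alkaline phosphatase at 20 µM in the single-dose screen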;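 further: plate controls were DMSO wells for no effect and EDTA-quenched wells as full inhibition for full effect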
Target sequence (P05186 whole entry, looked up): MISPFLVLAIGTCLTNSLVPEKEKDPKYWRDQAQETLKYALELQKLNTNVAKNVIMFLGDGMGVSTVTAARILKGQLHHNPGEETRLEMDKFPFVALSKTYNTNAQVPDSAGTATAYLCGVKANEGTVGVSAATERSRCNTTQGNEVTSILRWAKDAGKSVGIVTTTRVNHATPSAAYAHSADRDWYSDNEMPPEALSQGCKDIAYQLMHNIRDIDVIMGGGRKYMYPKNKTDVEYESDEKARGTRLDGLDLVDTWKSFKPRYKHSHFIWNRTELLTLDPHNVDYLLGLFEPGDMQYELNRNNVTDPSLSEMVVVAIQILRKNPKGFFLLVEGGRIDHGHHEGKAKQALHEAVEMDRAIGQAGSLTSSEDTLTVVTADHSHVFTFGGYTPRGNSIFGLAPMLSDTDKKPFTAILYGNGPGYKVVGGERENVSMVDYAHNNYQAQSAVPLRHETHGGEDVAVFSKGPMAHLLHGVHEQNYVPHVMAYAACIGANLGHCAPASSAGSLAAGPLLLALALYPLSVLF
TNAP inh noacc: inhibitors of human TNAP without phosphate acceptor; P05186; purified TNAP, CDP-star luminescence, 30 min; inhibition, % at 20 µM; 200,000 compounds, 0.26% hits; AID 1012;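 active means tissue-nonspecific alkaline phosphatase inhibition above about 50% at 20 µM in the single-dose screen, limit read from the data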;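 further: 0% = DMSO negative control and 100% = EDTA positive control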
PMI act hi M6P: activators of human phosphomannose isomerase at near-saturating mannose 6-phosphate | activation factor at 20 µM | AID 1216 | coupled PMI enzyme assay, resazurin fluorescence, 20 min; active compounds read high; 1 = untreated enzyme, 0 = substrate-free blank | 190,000 compounds, 0.34% hits | P34949;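 active means activation factor of 2 or more at 20 µM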
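Material: human phosphomannose isomerase with PGI, G6PDH, diaphorase coupling enzymes / Reagent: Man-6-P substrate 1.0 mM / Dosing: single compound dose of 20 µM, 1% DMSO final / Incubation: enzyme reaction with compound 20 min at room temperature / Signal: resorufin fluorescence (Ex 544/Em 590 nm) from resazurin via diaphorase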
S1P3 antag: antagonists of human S1P3 receptor; Q99500; 170,000 compounds, 0.27% hits; inhibition, % at 4.98 µM; CHO S1P3 NFAT-BLA reporter, FRET fluorescence, antagonist mode; AID 485;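 active means inhibition above the plate cutoff, the mean inhibition of test wells on that plate plus 3 SD, cut at about 28% in these data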;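 further: cells challenged with S1P at its EC80 of 0.8 µM; blue over green emission ratio from cleaved BLA substrate after 4 h stimulation; 0% = S1P-stimulated wells and 100% = unstimulated DMSO-only wells; some compounds past the cut are filed as inactive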
Target sequence (Q99500 whole entry, looked up): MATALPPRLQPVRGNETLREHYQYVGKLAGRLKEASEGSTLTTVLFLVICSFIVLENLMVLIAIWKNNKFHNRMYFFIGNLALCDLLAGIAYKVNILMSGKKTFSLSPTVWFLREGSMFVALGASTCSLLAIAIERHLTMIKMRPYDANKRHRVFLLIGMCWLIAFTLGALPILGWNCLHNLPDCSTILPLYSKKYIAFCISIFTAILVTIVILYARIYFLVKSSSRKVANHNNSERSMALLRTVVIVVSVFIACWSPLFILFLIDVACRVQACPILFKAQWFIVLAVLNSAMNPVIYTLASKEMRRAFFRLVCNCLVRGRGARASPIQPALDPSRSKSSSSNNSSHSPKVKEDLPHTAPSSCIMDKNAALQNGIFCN
DTT redox prof: compounds producing H2O2 with reducing agent – biochemical, NIH compound library profiling, artefact control for MLSCN library redox annotation, primary screen; DTT-dependent redox cycling H2O2, phenol red/HRP absorbance; 100% = 100 µM peroxide control, 0% = buffer; activation, % at 10 µM; 200,000 compounds, 0.03% hits;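 active means activation of at least 50% relative to the plate's high and low controls in the primary single-dose screen; inactive means activation below 50%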;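 further: compound incubated with DTT at 0.8 mM final as the reducing agent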
Hsp70 activator: transcriptional activators of Hsp70 | HeLa Hsp70 promoter luciferase reporter, luminescence; scaled: vehicle 0, proteasome-inhibitor control 100% | activation, % at 10 µM | 200,000 compounds, 0.04% hits | AID 1203;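 active means activation above the mean across all tested compounds plus 3 SD, cutoff set per campaign, cut at about 5.5% in these data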;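 further: 100% = MG132 at 30 µM as the positive control and 0% = DMSO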
RAM network inh: yeast RAM network inhibition. 190,000 compounds, 1.8% hits. S. cerevisiae dse1pr::URA3 reporter, 5-FOA growth OD615, 2 d; analog-sensitive cbk1-as2 kinase mutant strain. inhibition, % at 50 µM. AID 868;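 active means inhibition above a set limit, 3 SD over mean compound inhibition, cut at about 8.4% in these data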;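 further: 0% = DMSO-only wells with no growth and 100% = 10 µM 1-NA-PP1 full growth; inhibition rescues growth on 5-FOA so higher OD means more RAM inhibition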
Starred values were filed as active, the others as inactive; . = no result given. Rows are unselected, and some 12% of all compounds hit somewhere here.

cpd	molecule	PMI activator	L major viab	Efa HMGR inh	TNAP inh hi DEA	TNAP inh noacc	PMI act hi M6P	S1P3 antag	DTT redox prof	Hsp70 activator	RAM network inh
1	O=C(NC1CCc2ccccc21)C1CCN(S(=O)(=O)c2ccc(Cl)cc2)CC1 (stereo unspecified)	0.8	41	-3	3	-5	0.9	-2	0.2	-0.3	1.4
2	O=S(=O)(NCc1ccc(F)cc1)c1cccc(S(=O)(=O)N2CCOCC2)c1	1	-4	-3	-2	-8	1	.	0.1	0.0	2.4
3	COc1ccccc1NC(C#N)c1ccccc1OCc1ccccc1 (stereo unspecified)	0.9	12	0	-1	-2	0.7	12	-0.1	-0.2	-0.1
4	O=C(CCCN1C(=O)c2ccccc2C1=O)OC1CSCC1NC(=O)c1ccccc1 (stereo unspecified)	1	2	-1	-7	-20	1	.	2.4	-0.3	1.3
5	O=C(COC(=O)C1CCN(/C=C/C(=O)C(F)(F)F)CC1)Nc1cccc(F)c1	0.9	-4	-5	2	-3	0.9	-12	-0.7	-0.1	2.3
6	O=C1C(=C(c2ccccc2)c2ccccc2)Nc2ccccc21	0.9	4	1	14	12	1	.	0.0	-0.1	0.3
7	COc1ccc(CN(Cc2cc3cccc(C)c3n3nnnc23)C(=O)N2CCOCC2)cc1	0.9	22	-4	-2	-5	1	-5	-0.1	0.1	3.6
8	CCCCCCC(=O)N/N=C(\C)Cc1ccccc1	1	-2	0	-3	-7	1.1	-15	-0.5	-0.3	1.6
9	O=C(NC1CC2CCCC(C1)N2C1CC1)NC12CC3CC(CC(C3)C1)C2 (stereo unspecified)	0.9	13	.	-5	-18	0.9	20	0.2	-0.3	.
10	CC(C)C1N(c2ccccc2)C(N)=C(C#N)C1(C#N)C#N (stereo unspecified)	0.9	-1	-1	-1	6	0.9	-3	4.2	-0.3	0.8
11	COc1cc(/C=N/NC(=S)NCCN2CCOCC2)cc(OC)c1O	0.8	-4	-2	-4	-8	0.8	-10	-0.6	0.2	3.8
12	O=c1[nH]c(CNCc2cccnc2)nc2ccccc12	0.9	-3	-3	1	4	0.8	5	-0.6	0.0	1.5
13	O=C(C1CCCCN1S(=O)(=O)c1ccccc1)N1CCN(Cc2ccccc2)CC1 (stereo unspecified)	1	-3	-2	-2	-9	1	.	0.2	-0.5	0.5
14	O=[N+]([O-])c1cc(-c2ccn[nH]2)ccc1Cl	1.1	11	-4	2	0	1	-4	-2.0	0.3	-0.3
15	Cc1ccc(C)n1-c1sccc1C(=O)O	0.9	1	5	-3	-19	1	.	1.4	-0.2	0.2
16	O=C(Cn1nc(-c2ccc(N3CCOCC3)c([N+](=O)[O-])c2)c2ccccc2c1=O)N1CCCCC1	0.9	6	2	0	-2	0.9	.	-11	0.2	0.3
17	COC(=O)c1ccc(Cl)c(NC(=O)CN2CCN(Cc3ccccc3)CC2)c1	1	0	-7	-2	-7	1	-2	2.6	0.0	0.0
18	O=C(CCc1c[nH]c2ccccc12)N1CCN(c2ccc(F)cc2)CC1	1	3	-3	-9	-20	1	-2	-0.1	-0.1	1.2
19	CN(C)c1ccc(/C=C/c2ccc3c4ccccc4ccc3[n+]2-c2ccccc2)cc1	1.1	100*	-3	69*	74*	0.9	55*	-1.0	0.3	7.1
20	COc1cc2c(cc1OC)C(C(=O)N1CCN(c3ccccc3)CC1)C(c1cccs1)N(C)C2=O (stereo unspecified)	0.9	-6	0	-4	-16	0.9	.	0.0	-0.4	0.5
21	COc1cccc(-n2c(SCC(N)=O)nc3ccccc3c2=O)c1	1	-11	1	-3	2	1	-10	0.1	-0.2	0.4
22	CCn1c(CCNC(=O)c2cccs2)nnc1SCC(=O)Nc1ccc(Cl)cc1	1	-1	0	1	-6	1	.	0.6	-0.1	2.4
23	O=C(Nc1ccc(NC(=O)c2ccco2)cc1)c1cnccn1	1	-1	-7	0	-8	1	13	-0.3	0.0	4.3
24	CCCOn1nnnc1-c1ccccc1	0.9	-5	-4	1	-4	1	7	2.1	0.1	2.0
25	O=[N+]([O-])c1cccc(CN(CCO)Cc2ccccc2)c1	1	12	-2	-2	-6	1.1	.	-4.7	-0.2	2.0
26	COc1ccc(CC(=O)NNC(=O)COc2ccc(Br)cc2C)cc1OC	1.1	-5	1	-1	-100	1.1	-12	-0.1	-0.4	0.7
27	CCOC(=O)COn1c2c(c3c4no[n+]([O-])c4ccc31)CCCC2	0.9	-6	-6	-3	-8	1	-1	1.7	-0.1	6.9
28	CC1(C)CC(CC(=O)Nc2ccccc2[N+](=O)[O-])C(=O)O1 (stereo unspecified)	1	-3	-8	2	-10	0.9	13	0.0	-0.2	-0.3
29	CC(=C1C(=O)c2ccccc2C1=O)N1CCC(C(N)=O)(N2CCCCC2)CC1	1.3	-3	0	-1	-8	1.5	27	-0.1	-0.2	-1.5
30	Cc1ccc(CN2C(=O)C(C)Oc3ccccc32)cc1 (stereo unspecified)	0.8	1	-3	3	-4	0.9	-2	-1.0	-0.1	1.5
31	CN(C)CC(C)(C)CNC(=S)NCc1ccc2c(c1)OCO2	1	-2	-3	-6	2	1	6	0.6	-0.3	-0.4
32	C=CCSc1nnc(NC(=O)CSc2ccccn2)s1	0.9	-6	-2	-1	-8	1	2	1.4	0.0	2.1
33	O=C(C(Cc1ccccc1)N1C(=O)c2ccccc2C1=O)N1c2ccccc2CCc2ccccc21 (stereo unspecified)	0.9	57*	-7	1	-2	0.9	9	-0.1	-0.3	6.2
34	COc1ccc(CCNC(=O)C2CC(=O)N(CCc3ccc(C)cc3)C2)cc1OC (stereo unspecified)	1.2	-5	-1	-9	-8	1.1	-4	-0.2	0.1	1.0
35	Cn1c(CSCc2ccc(Cl)cc2Cl)n[nH]c1=S	1	17	-6	-5	-32	1	-4	0.4	-0.2	0.1
36	Cc1ccccc1C1=NC(C(F)(F)F)(C(F)(F)F)c2c(n(-c3ccc(F)cc3)c(=O)[nH]c2=O)N1	1	7	-1	-4	-4	1	-10	-0.1	-0.4	3.0
37	O=C(Nc1nnc(-c2ccccn2)o1)c1cccc(Br)c1	1.2	24	0	4	-2	1	-8	0.5	-0.4	1.0
38	CCOC(=O)C1(Cc2cccc(OC)c2)CCN(Cc2cccc(OCC)c2O)CC1	0.9	26	-4	-2	3	1	2	1.8	-0.2	1.2
39	COc1ccccc1N1CCN(C(c2cc3cc(C)ccc3[nH]c2=O)c2nnnn2C2CCCC2)CC1 (stereo unspecified)	0.7	54*	0	-4	-6	0.9	9	0.7	0.7	1.0
40	COC(=O)CNC(=O)c1cccc(F)c1	1	-6	-5	2	3	1	.	0.1	-0.5	0.6
41	COC(=O)C1=C(N)Oc2cc(C)n(Cc3cccnc3)c(=O)c2C1c1ccccc1OC (stereo unspecified)	1.1	-6	-1	-3	-8	1.1	2	-0.7	-0.4	2.6
42	Cc1cc(N(C)C)ccc1[N+](=O)[O-]	1	-7	1	18	16	0.7	-18	0.1	-0.2	0.8
43	CC(C)CC(=O)NC(=S)Nc1ccccn1	1.1	-3	2	-4	-4	1.1	.	1.1	0.4	-0.7
44	O=S(=O)(c1ccc(Cl)cc1)N1CCC(O)(CN2CCN(Cc3ccccc3)CC2)CC1	1	100*	-7	2	4	1	6	-1.2	-0.4	1.4
45	CCCC(=O)NC(c1ccc2c(c1)OCO2)c1cc(Cl)c2cccnc2c1O (stereo unspecified)	1.1	99*	-1	-2	7	0.8	1	-0.1	-0.2	5.4
46	c1coc(-c2nnc(NC3=NCCC3)o2)c1	0.9	-6	2	-6	-12	0.9	-18	3.2	0.2	1.4
47	O=c1oc2ccccc2cc1-c1csc(Cc2nc(-c3ccc(Cl)cc3)cs2)n1	1.3	-9	0	2	-2	1.3	-3	2.6	-0.2	4.8
48	O=C(CN1CCN(c2ccc(O)cc2)CC1)Nc1cc([N+](=O)[O-])ccc1Cl	0.9	19	2	4	0	0.7	6	0.4	-0.3	1.8
49	Cc1ccc(-c2nnc(SCC(=O)O)n2N)cc1	0.9	-8	1	-3	-11	0.9	-22	0.3	-0.2	1.6
50	CCCCNC(=O)c1onc(CSc2cc(C)cc(C)c2)c1C(=O)O	1	-10	1	-3	-10	1	.	23	-0.5	4.6

Compound profiles, from the list above.
CCCCNC(=O)c1onc(CSc2cc(C)cc(C)c2)c1C(=O)O as listed: PMI activator: 1; L major viab: -10; Efa HMGR inh: 1; TNAP inh hi DEA: -3; TNAP inh noacc: -10; PMI act hi M6P: 1; S1P3 antag: .; DTT redox prof: 23; Hsp70 activator: -0.5; RAM network inh: 4.6
Cc1ccc(-c2nnc(SCC(=O)O)n2N)cc1 as listed: PMI activator: 0.9; L major viab: -8; Efa HMGR inh: 1; TNAP inh hi DEA: -3; TNAP inh noacc: -11; PMI act hi M6P: 0.9; S1P3 antag: -22; DTT redox prof: 0.3; Hsp70 activator: -0.2; RAM network inh: 1.6

Other entries follow.
cpd	molecule	PMI activator	L major viab	Efa HMGR inh	TNAP inh hi DEA	TNAP inh noacc	PMI act hi M6P	S1P3 antag	DTT redox prof	Hsp70 activator	RAM network inh
51	CCC1(CC)Cc2ccccc2C2=C(C(=O)N3CCCCC3)C(=O)C(=O)N21	0.8	-5	-5	-7	-13	0.4	-8	11	0.1	-0.3
52	Cn1cc(P(=S)(N2CCOCC2)N2CCOCC2)cc1P(=O)(N1CCOCC1)N1CCOCC1	0.8	-6	-5	-6	-20	1	1	-0.2	-0.2	0.8
53	CC1N=C(N)C(c2nc3ccccc3n2C)=C1O (stereo unspecified)	1.1	0	1	-1	-10	1.1	-11	-1.2	0.2	0.5
54	COc1ccc(COCC(O)CN(Cc2ccco2)Cc2ccccc2O)cc1 (stereo unspecified)	0.8	49	-2	-6	-29	0.9	-7	0.3	-0.3	0.1
55	Nc1cc(Cl)ccc1C(=O)OCC(=O)NC(=O)NCc1ccccc1	0.9	25	-3	-2	-12	0.9	0	0.0	-0.2	2.7
56	CCOC(=O)c1c(-c2ccccc2)oc2ccc(O)c(CN3CCCC3)c12	1	99*	0	1	-4	1	.	1.2	-0.4	3.1
57	CC(=O)CC(C)(C)S(=O)(=O)c1ccc(Oc2ccc(S(=O)(=O)C(C)(C)CC(C)=O)cc2)cc1	0.9	-8	0	-4	-9	0.9	.	-0.8	0.0	-0.2
58	CSc1ccccc1NC(=O)CN1CC(C)OC(C)C1 (stereo unspecified)	1.1	-1	0	-4	-12	1	0	-1.5	-0.2	1.3
59	COc1cc(C)c(N(C(C)=O)c2ccccc2)c(C)c1	1.1	-1	-3	-2	1	1	-20	1.4	0.4	0.0
60	Cc1ccc(CN2CC34C=CC(O3)C(C(=O)NCc3ccco3)C4C2=O)cc1 (stereo unspecified)	1	-5	-7	-3	-9	1	.	-0.6	-0.2	-0.8
61	O=C(NCCC1=CCCCC1)C1CCN(S(=O)(=O)c2cnc[nH]2)CC1	1	-3	-1	-2	-8	1	-30	-1.0	-0.1	1.5
62	CCOC(=O)CCC(=O)Nc1ccc(S(=O)(=O)N2CCC(C)CC2)cc1	1	-4	4	0	-5	0.9	.	0.6	-0.5	5.0
